# Pf growth 96h – Primary qHTS for delayed death inhibitors of the malarial parasite plastid, 96 hour incubation; P. falciparum luciferase reporter growth, 96 h; Potency, µM (highest dose often 28.7 µM), inactives show at the highest dose activity change, negative = inhibition, actives largely listed as inhibitors; 320,000 compounds, 6.9% hits; AID 504834, 2011; further: potency means the concentration at half of the fitted maximal effect; on the % scale 0 is the no-effect control and ±100 the full control effect
#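 Two-generation exposure (96 h) targets delayed-death phenotype. Reporter parasites carrying integrated firefly luciferase, in red cells at 2% hematocrit and 0.05% parasitemia final, kept at 37 C, 5% CO2; luminescence loss indicates inhibition.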
# Cycloheximide cs – Cycloheximide Counterscreen for Small Molecule Inhibitors of Shiga Toxin; cell reporter, cycloheximide protein synthesis inhibition counterscreen; max response, %; 300,000 compounds, 12% hits; in the data active means max response mostly above about 13%, no sharp cut-off; inactive means mostly below about 14%; further: read at 38.3 µM for the half of the compounds with a filed dose; 0% is about no effect
# AmpC no deterg – qHTS Inhibitors of AmpC Beta-Lactamase (assay without detergent); AmpC nitrocefin hydrolysis, absorbance 480 nm, 0.0001% Triton; Potency, µM (titrated, usually from 57.1 µM), for inactives: at the highest dose activity change, negative = inhibition, most hits filed as inhibitors; 330,000 compounds, 0.52% hits; AID 485341, 2010;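 further: potency means the concentration at half of the fitted maximal effect; plate controls were no compound for no effect and no enzyme for full effect; nearly all actives have a fitted effect of over 20% in size; some results filed as inactive show a strong effect at the top dose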
# Target sequence (P00811 whole entry, looked up): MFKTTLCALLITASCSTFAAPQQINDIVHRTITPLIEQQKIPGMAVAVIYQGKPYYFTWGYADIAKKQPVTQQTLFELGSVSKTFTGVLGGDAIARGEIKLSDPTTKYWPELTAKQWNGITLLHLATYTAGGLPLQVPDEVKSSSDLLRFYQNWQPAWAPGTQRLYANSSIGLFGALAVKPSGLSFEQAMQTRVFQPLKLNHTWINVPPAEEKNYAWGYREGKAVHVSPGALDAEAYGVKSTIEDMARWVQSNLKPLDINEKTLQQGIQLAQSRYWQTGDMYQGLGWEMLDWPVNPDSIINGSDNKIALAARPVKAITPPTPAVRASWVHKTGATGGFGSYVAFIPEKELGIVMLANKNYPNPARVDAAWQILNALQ
#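 AmpC (5.3 nM in the dispensed reagent) in 20 mM phosphate pH 7.0 with 0.01% (detergent screen) or 0.0001% Triton X-100 was preincubated with compounds for 15 min at room temperature. Nitrocefin was then added from an 800 uM solution, and hydrolysis was followed at 480 nm.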
# Shiga toxin inh – A qHTS for Small Molecule Inhibitors of Shiga Toxin. Vero cells, Shiga toxin protein synthesis inhibition reporter. inhibition, % at 38.7 µM. 290,000 compounds, 9.2% hits. AID 2315, 2010; in the data active means inhibition mostly above about 28%, no sharp cut-off; inactive means mostly below about 43%; further: 0% is about no effect
# Pf growth 48h – Primary qHTS for delayed death inhibitors of the malarial parasite plastid, 48 hour incubation | P. falciparum luciferase growth in erythrocytes, 48 h | Potency, µM (top dose mostly 28.7 µM), inactives show at the top dose activity change, negative = inhibition, hits mostly inhibitors | 310,000 compounds, 5.9% hits | AID 504832, 2011; further: potency means the concentration at half of the fitted maximal effect; on the % scale 0 is the no-effect control and ±100 the full control effect
#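 Luciferase-expressing parasites in RBCs, 2% Hct / 0.1% parasitemia final; RPMI 1640 + 0.5% Albumax; 37 C, 5% CO2, one generation; luminescence read-out, lower signal = inhibition.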
# LmPK inhibitor – qHTS Assay for Inhibitors of Leishmania Mexicana Pyruvate Kinase (LmPK) | AID 1721, 2009 | Potency, µM (series often up to 57.5 µM), without a hit: top-dose activity change, negative = inhibition, most hits filed as inhibitors | Q27686 | 290,000 compounds, 0.37% hits | purified LmPK, Kinase-Glo ATP luminescence, 1 h; further: potency means the concentration at half of the fitted maximal effect; on the % scale 0 is the no-effect control and ±100 the full control effect
# Target sequence (Q27686 whole entry, looked up): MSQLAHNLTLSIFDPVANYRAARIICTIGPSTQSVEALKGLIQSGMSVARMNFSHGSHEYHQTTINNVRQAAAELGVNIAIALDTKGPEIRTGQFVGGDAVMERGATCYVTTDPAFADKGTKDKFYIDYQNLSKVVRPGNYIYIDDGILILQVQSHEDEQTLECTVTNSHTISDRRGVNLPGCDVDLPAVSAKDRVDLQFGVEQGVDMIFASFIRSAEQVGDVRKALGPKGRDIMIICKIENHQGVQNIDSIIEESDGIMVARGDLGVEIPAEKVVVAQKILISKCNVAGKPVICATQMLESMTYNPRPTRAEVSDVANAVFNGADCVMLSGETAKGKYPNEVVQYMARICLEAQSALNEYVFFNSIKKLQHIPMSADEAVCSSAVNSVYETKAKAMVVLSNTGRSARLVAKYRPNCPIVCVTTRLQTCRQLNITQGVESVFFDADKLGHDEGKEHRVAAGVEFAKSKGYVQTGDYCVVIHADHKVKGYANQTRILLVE
#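 qHTS format; LmPK 0.1 nM; substrates PEP 0.5 mM and ADP 0.1 mM. One-hour room-temperature incubation, then coupled luciferase luminescence; 0.5 nM enzyme wells mark activation.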
# Tb PYK inh – qHTS of Trypanosoma Brucei Inhibitors. pyruvate kinase (Trypanosoma brucei), Q57TT1. TbPYK enzyme, Kinase-Glo Plus ATP luminescence, 45 min. Potency, µM (doses to about 76.8 µM), for inactives: top-dose activity, negative = inhibition, actives largely listed as inhibitors. 410,000 compounds, 0.12% hits; further: potency means the concentration at half of the fitted maximal effect; on the % scale 0 is the no-effect control and ±100 the full control effect; nearly all actives have a fitted effect of over 50% in size
#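 Screened from lowest to highest concentration, compounds were pinned into TbPYK/substrate mixtures, and ADP (130 uM final) was added. Plates sat at room temperature for 45 min prior to Kinase-Glo Plus detection by luminescence.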
# The depositor's hits bear a star; ? = inconclusive; . = not tested or not shown; & = joins results of further samples; [ ] = another dose, or the depositor's remark. Unless noted, the call rests on the fitted dose curve; in most records, active means well fitted curve in the direction sought with a large enough effect; inconclusive means small, poorly fitted or top-dose-only effect, or another doubt; inactive means no such curve, though single readings can be large; an effect the other way counts as inactive or inconclusive. Rows were taken by chance. About 22% of those tested had a hit in this group.
SMILES,Pf growth 96h,Cycloheximide cs,AmpC no deterg,Shiga toxin inh,Pf growth 48h,LmPK inhibitor,Tb PYK inh
CCC(Sc1ncccc1C(=O)OC(C)C)C(=O)N1CCOCC1 (centres undefined),17%,-4,20%,-8,-9%,-4%,-5%
CC(C)N(Cc1ccco1)/N=C/c1c(O)n(Cc2ccccc2)c(=O)[nH]c1=O,-6%,-1,-7%,19,?,-9%,1%
CN(C)c1ccnc2sc3c(SCc4ccc(Cl)cc4)ncnc3c12,?,-2,-25%,-4,?,6%,-2%
COc1ccccc1OC(C)C(=O)N1CCN(Cc2ccc3c(c2)OCO3)CC1 (centres undefined),14%,-3,47%,-15,-4%,-5%,-3%
O=C(NC(=S)NCCO)c1sc2ccccc2c1Cl,-11%,51*,-8%[2.29 µM],111*,268%[activator],-3%,3%
COc1cccc(C2CC(c3cccs3)=NN2S(C)(=O)=O)c1 (centres undefined),30%[activator],20,-16%,20,-5%,1%,0%
Cc1cccc(NC(=O)CCN2C(=O)C3C4C=CC(C4)C3C2=O)c1 (centres undefined),.,9,-23%,-19,27%,-10%,-2%
CC(C)c1ccc(CN2C(=O)NC3(CCCCCC3)C2=O)cc1,?,-1,-6%,9,-13%,-2%,-3%
CC(C)[C@H](NC(=O)OCc1ccccc1)C(=O)OCC(=O)NCCc1ccccc1,18%,13,42%,-21,6%,-4%,-1%
O=C(CSc1nccn1-c1ccccc1)NO,0.93µM*,15,-2%,-12,2.1µM*,3%,3%
CNC(=S)NC1CC2CCCC(C1)N2Cc1ccccc1OC (centres undefined),?,-1,-36%,-2,?,0%,-3%
COC(=O)c1ccc(/C=C/C(=O)c2ccc(OC)c(OC)c2)cc1,?,13,105%[activator],22,10µM*,-11%,-3%
Cc1cccc2nc(CSc3nc4[nH]ncc4c(=O)n3-c3cccc(Cl)c3)cc(=O)n12,.,1,1%,-5,?,1%,1%
CN1C[C@@H]2C(c3ccc(C(F)(F)F)cc3)C3(c4ccc(C#N)cc4)CC2(C3)[C@H]1c1ccccc1 (some centres undefined),12µM*,-5,41%,-6,12µM*,0%,5%
O=C(c1cc(COc2ccc(F)cc2F)on1)N1CC2C[C@@H]3CC1C[C@H](C2)C3,?,43*,16%,115*,?,-4%,-3%
CC(=O)Nc1ccc(S(=O)(=O)NCCSc2ccccn2)cc1,-21%,-1,-19%,-16,-11%,0%,-1%
O=C(Nc1ccccn1)C1CCN(S(=O)(=O)c2ccc3ccccc3c2)CC1,3%,.,-8%,.,13%,.,0%
CN(C)S(=O)(=O)Oc1ccsc1C(=O)Nc1ccc(Cl)c(Cl)c1,?,10,-18%,66*,?,2%,-7%
N#Cc1cccc(NC(=O)CSc2nnc(-c3n[nH]c4ccccc34)o2)c1,9%,9,-28%,14,47%[activator],0%,1%
Cc1cccc(-c2cccc(NC(=O)C3CCCN(Cc4cccnc4)C3)c2)c1 (centres undefined),-3%,1,169%[activator],-8,?,6%,2%
CCOC(=O)C1CCN(S(=O)(=O)c2c(C(=O)N3CCCCC3)c(C)n(C)c2C)CC1,0%,3,32%,14,16%,4%,0%
Cc1ccc(NC(=O)C2CCN(C(=O)N3CCOc4ccccc43)CC2)cc1,13µM*,2,49%,2,?,5%,2%
COc1ccc(CCNC(=O)c2nonc2N)cc1OC,4.1µM*,-1,-16%,-4,-1%,6%,6%
O=[N+]([O-])c1ccccc1,-6%,.,.,.,-7%,.,-7%
CCn1cnc2scc(-c3ccc(C)c(C)c3)c2c1=O,42%[activator],4,39%,-5,-4%,1%,-1%
COc1ccc(C(=O)C2CCN(CC(=O)Nc3ccccc3F)CC2)cc1,25%,-4,34%,-8,-1%,-2%,-2%
O=C(Oc1ccc2c(c1)OCO2)c1ccc(F)cc1Cl,?,72*,-19%,137*,11%,-22%,-7%
CCCCOc1ccccc1NC(=O)c1ccco1,-8%,-4,?,-5,?,2%,1%
COCC(C)n1c(C)cc(C(=O)COC(=O)CNC(=O)c2ccccc2)c1C (centres undefined),36%[activator],53*,-10%,86*,30%,-3%,2%
CCc1nnc(NC(=O)C2CCC(CNc3c(N4CCC(C)CC4)c(=O)c3=O)CC2)s1 (centres undefined),?,-2,0%,5,?,1%,-3%
CC(C)C(C)(C#N)NC(=O)CSc1nc2scc(-c3ccco3)c2c(=O)n1-c1ccccc1 (centres undefined),?,-1,2%,-12,9.3µM*,4%,-12%
COc1ccc(C(C)=O)cc1CSc1nnc(Nc2c(C)cccc2C)s1,9.3µM*,-2,-19%,-3,?,3%,-2%
CCOc1ccccc1N(CC(=O)Nc1ccc(OC)cc1)S(=O)(=O)c1ccccc1,-6%,1,-6%,-3,?,-6%,1%
N#C/C(=C\c1c(N2CCC(C(N)=O)CC2)nc2ccccn2c1=O)S(=O)(=O)c1ccc(Cl)cc1,7%,-2,118%[activator],1,6%,0%,10%
CCOC(=O)CCSc1cc(C)c2ccccc2n1,?,2,-2%[2.29 µM],23,-8%,1%,-1%
Cc1nc(C(=O)O)nn1-c1ccc([N+](=O)[O-])cc1,3%,1,-22%,-7,9%,0%,11%
O=S(=O)(N/N=C1/CC(c2ccccc2)Oc2ccccc21)c1ccc(Br)cc1 (centres undefined),19%,28*,-31%,25,.,-3%,2%
CC(C)(C)c1cc(CCC(=O)N2CCCC2)cc(C(C)(C)C)c1O,-31%,-3,-39%,-18,1%,-14%,1%
CCSC1=C(C#N)C2(CCCCC2)C(C#N)C(=O)N1 (centres undefined),0%,-5,-17%,1,12%,4%,-7%
CCN(CC(=O)Nc1ccc(OC)cc1)C(=O)c1cc(S(=O)(=O)N2CCOCC2)ccc1N1CCCC1,?,.,45%,.,?,.,-2%
COc1cn(-c2ccccc2)nc1C(=O)NCc1ccccc1,-10%,7,-3%,14,-16%,0%,-2%
O=C(NCC(=O)N(c1cnc2ccccc2c1)C(C(=O)NC1CCCC1)c1ccncc1)c1ccco1 (centres undefined),-41%,15*,1%,18,6%,-2%,4%
CCOC(=O)c1sc2nc(C)nc(NC3CCC(O)CC3)c2c1C (centres undefined),20%,-1,-15%,-12,27%,0%,2%
CCN(CC(=O)Nc1ccc(NC(C)=O)cc1)C(=O)c1c(-c2c(F)cccc2Cl)noc1C,?,12,34%,-8,-12%,-3%,-3%
CC(=O)Nc1ccc(S(=O)(=O)N2CCC3(CC2)OCCO3)cc1,9.3µM*,15,-23%,14,20%,-5%,4%
COc1ccc(CCN2C(=O)CC(NNc3ccc([N+](=O)[O-])cc3)C2=O)cc1OC (centres undefined),0%,6,-44%,-17,?,1%,-11%
OC1CCCN(CC(O)c2ccccc2)C1 (centres undefined),0%,-2,-11%,19,25%,1%,45%[activator]
CC(=O)C1=C(O)C(=O)N(C)C1c1ccccc1F (centres undefined),0%,-5,-6%,-9,0%,1%,0%
Fc1ccc(-c2cn(-c3ccccc3)c3[n+]2CCS3)cc1,0.41µM*,-2,-13%,-11,0.93µM*,-5%,0%
COc1ccc(C2C(C(=O)N3CCCC3)c3cc(OC)c(OC)cc3C(=O)N2C)cc1 (centres undefined),7%,-1,-6%,5,-2%,-11%,-2%
CCCn1cnc2sc(C(N)=O)c(C)c2c1=O,0%,7,-8%,24,.,-1%,2%
CCc1c(C)c(C#N)c2nc3ccccc3n2c1-n1nc(C)cc1C,0%,1,-19%,-5,-16%,0%,-1%
Cc1nc2ccccn2c1C(=O)N/N=C/c1ccc([N+](=O)[O-])o1,2.1µM*,15,-24%,44,?,-6%,0%
CC(C)NS(=O)(=O)c1ccc(OCC(=O)NCc2ccccc2)cc1,?,11,-22%,-2,?,-5%,-5%
Cc1cc(C)n(-c2cc(N3CCN(S(=O)(=O)c4ccc(Br)cc4)CC3)ccc2[N+](=O)[O-])n1,?,-3,-8%,-8,?,3%,-9%
Cc1ccccc1CC1(CO)CCCN(Cc2c(C)nn(C)c2Cl)C1 (centres undefined),?,-1,43%,-1,?,3%,-3%
COc1ccc(N2CCN(C(=O)CSc3nnc(-c4ccc5[nH]c(C)c(C)c5c4)o3)CC2)cc1,3.3µM*,-2,-1%,-8,?,1%,0%
c1ccc(CN2CCC3(CC2)Nc2ccccc2CO3)cc1,.,8,-15%,-4,18%,-1%,0%
O=C(NCc1ccc2c(c1)OCO2)C(=O)NCC1OCCN1S(=O)(=O)c1ccc(Cl)cc1 (centres undefined),?,1,-25%,-3,?,1%,-14%
Cc1ccc2nc(NC(=O)CC3Oc4ccccc4NC3=O)sc2c1 (centres undefined),14%,8,-55%,7,20%,6%,6%

# Part of the list above, tab-delimited:
Structure	Pf growth 96h	Cycloheximide cs	AmpC no deterg	Shiga toxin inh	Pf growth 48h	LmPK inhibitor	Tb PYK inh
Cc1cc(C)n(-c2cc(N3CCN(S(=O)(=O)c4ccc(Br)cc4)CC3)ccc2[N+](=O)[O-])n1	?	-3	-8%	-8	?	3%	-9%
Cc1ccccc1CC1(CO)CCCN(Cc2c(C)nn(C)c2Cl)C1 (centres undefined)	?	-1	43%	-1	?	3%	-3%
COc1ccc(N2CCN(C(=O)CSc3nnc(-c4ccc5[nH]c(C)c(C)c5c4)o3)CC2)cc1	3.3µM*	-2	-1%	-8	?	1%	0%
c1ccc(CN2CCC3(CC2)Nc2ccccc2CO3)cc1	.	8	-15%	-4	18%	-1%	0%

# (more compounds)
SMILES,Pf growth 96h,Cycloheximide cs,AmpC no deterg,Shiga toxin inh,Pf growth 48h,LmPK inhibitor,Tb PYK inh
CC1=CC(C)(C)N=C(Nc2ccc(C)cc2)S1,10µM*,50*,-38%,44,.,1%,2%
CCN(CC)CCNC(=O)C1CCN(S(=O)(=O)c2c(C)noc2/C=C/c2ccccc2F)CC1,?,-2,94%[activator],-6,?,-7%,-7%&-9%
FC(F)(F)c1cnc(N2CCCN(C(=S)Nc3ccccc3)CC2)c(Cl)c1,1.9µM*,1,-8%,19,1.7µM*,5%,10%
CC(=O)Nc1ccc(N/C(N)=N/c2nc(C)cc(C)n2)cc1,?,1,-33%,55,?,3%,-2%
Cn1c2c(c(=O)c3ccccc31)CCC(C)(C)O2,-5%,-1,-14%,18,-6%,1%,-7%
O=C(c1ccc([N+](=O)[O-])cc1)N(Cc1ccccc1)c1ccccn1,?,5,-21%,-1,.,2%,-5%
S=C(Nc1ccc(Cl)cc1Cl)N1CCOCC1,-22%,-1,-15%,-11,1%,2%,-18%
COc1ccc(CCNC(=O)CSc2ccc(-c3ccccc3)nn2)cc1,45%[activator],-4,-7%,-15,2%,3%,.
COc1cccc(C2=NOC(C(=O)Nc3ccccc3SC)C2)c1 (centres undefined),-27%,7,-21%,55,10%,6%,-20%
COC(=O)c1ccc(CNC(=O)CNc2cc(C(F)(F)F)ccc2N2CCOCC2)cc1,8.3µM*,-3,40%,-21,.,6%,-2%

# Screening results: PubChem, National Center for Advancing Translational Sciences (NCATS)
